SRC1 TRFRET art – TR-FRET artefact, counter-screen to PPARgamma/SRC-1 agonist assay. TR-FRET ratio at 8 µM. AID 1051. TR-FRET detection artefact counter-screen, emission ratio; stronger effect = higher value. actives 0.34% (n = 99,000); in the data active = TR-FRET ratio above about 2300; also: inactives centre near 1800; reference of the scale not given here
SRC3 TRFRET art – flags TR-FRET format artefacts in PPARgamma SRC-3 recruitment agonist screen; TR-FRET artefact counter-screen, PPARgamma/SRC-3 format; stronger effect = higher value; TR-FRET ratio at 8 µM; actives 0.39% (n = 99,000); AID 1048; in the data active = TR-FRET ratio above about 2000; also: inactives centre near 1600; reference of the scale not given here
Starred values were filed as active, the others as inactive; & = joins results of further samples. This is a subset, so the mix of outcomes need not match the whole.

Values run as follows: SRC1 TRFRET art | SRC3 TRFRET art
- O=C(CSc1ccc(-c2ccccc2)nn1)c1ccccc1
→ 1650 | 1492
- O=C(CCc1ccc(S(=O)(=O)N2CCCCC2)cc1)c1nnc(-c2ccccc2)o1
→ 1877 | 1666
- COc1ccc(CNC(NC(=O)c2ccccc2)(C(F)(F)F)C(F)(F)F)cc1
→ 1708 | 1485
- O=C(C1=C[C@H](c2ccc3c(c2)OCO3)C[C@H](OCc2ccc(CO)cc2)O1)N1CCN(Cc2ccc3c(c2)OCO3)CC1
→ 1814 | 1570
- COc1ccc(NC(=S)NC23CN4CN(CN(C4)C2)C3)cc1
→ 1732 | 1626
- Cc1ccc(C)c(N2CCN(C(=O)CCS(=O)(=O)c3cccc4nonc34)CC2)c1
→ 2043 | 1549
- CS(=O)(=O)N1CCC(C(=O)N2CCN(Cc3ccccc3)CC2)CC1
→ 1690 | 1582
- COc1ccc(C2C(C(=O)NCC3CCCO3)c3cc(OC)c(OC)cc3C(=O)N2C)cc1OC (stereo unspecified)
→ 1615 | 1340
- CCc1ccc(NC(=S)Nc2cccc3cnccc23)cc1
→ 1693 | 1611
- COc1cc2c(cc1OC)C(C)N(C(=S)Nc1ccccc1)CC2 (stereo unspecified)
→ 2078 | 1892
- COc1ccc(C(=O)CSc2nnc(NC(=O)C3CC(=O)N(c4ccccc4)C3)s2)cc1 (stereo unspecified)
→ 1749 | 1628
- COc1cc(/C(C)=N/NC(=O)c2ccc(CSc3nncn3C)cc2)cc(OC)c1OC
→ 1989 | 1400
- O=c1c2ccccc2n2c(-c3cccc(Cl)c3)nnc2n1Cc1ccccc1
→ 1639 | 1527
- Oc1cc2c(cc1C(c1ccc(Cl)c(Cl)c1)N1CCCC1)OCO2 (stereo unspecified)
→ 1577 | 1603
- Oc1cccc(C2c3[nH]c4ccccc4c3CCN2Cc2ccc3c(c2)CCO3)c1 (stereo unspecified)
→ 1704 | 1403
- Cc1c(C(=O)OCC(=O)NCC2CCCO2)cccc1[N+](=O)[O-] (stereo unspecified)
→ 1799 | 1404
- COc1ccc(Cl)cc1NC(=S)NCCc1ccc(S(N)(=O)=O)cc1
→ 1895 | 1829
- CC(=O)C1C(c2ccc(Cl)cc2)c2c(n[nH]c2C)CC1(C)O (stereo unspecified)
→ 1889 | 1712
- O=C(Nc1nnc(-c2cccs2)o1)c1ccc(S(=O)(=O)N2CCOCC2)cc1
→ 1637 | 1471
- Nc1ncnc2c1ncn2[C@@H]1O[C@H](CO)[C@@H](O)[C@H]1O
→ 1881 | 1760
- Nc1ccc(Oc2ccc3c(c2)OCO3)cc1
→ 1689 | 1423
- O=C(CCN1CCN(C(c2ccccc2)c2ccccc2)CC1)N/N=C/c1ccc(O)cc1
→ 1785 | 1666
- COC(=O)c1cc(C(=O)OC)cc(N2C(=O)CC(NNC(=O)c3ccc(C)cc3)C2=O)c1 (stereo unspecified)
→ 1547 | 1541
- Fc1cccc(NC(=S)NCCN2CCOCC2)c1
→ 2008 | 1584
- CCn1c(=O)c(=O)[nH]c2cc(C(=O)NC3CC3)ccc21
→ 1982 | 1661
- CC(=O)NC1C(=O)N=C(SCC(=O)Nc2c(C)cccc2C)NC1=O (stereo unspecified)
→ 1882 | 1564
- CNC(=O)CS(=O)(=O)CC(=O)Nc1cc(OCCOC)c(Cl)cc1Cl
→ 1646 | 1662
- CC(C)(C)c1ccc(S(=O)(=O)Nc2ccc3c(c2)COC3=O)cc1
→ 1678 | 1565
- O=C(Cn1nc(CNc2ccc(Cl)cc2)[n+]2c1CCCCC2)c1ccc(Cl)cc1
→ 1884 | 1395
- C#CCOCCOCCOCCNc1nc(N2CCN(C(=O)Cn3cc(CCCN=C(N)N)nn3)CC2)nc(N2CCN(C(=O)[C@H]([C@@H](C)CC)n3cc(CCC(=O)O)nn3)CC2)n1
→ 1510 | 1580

Pulled by structure from the list above, two records:
Values run as follows: SRC1 TRFRET art | SRC3 TRFRET art
- COc1ccc(Cl)cc1NC(=S)NCCc1ccc(S(N)(=O)=O)cc1
→ 1895 | 1829
- O=C(CCN1CCN(C(c2ccccc2)c2ccccc2)CC1)N/N=C/c1ccc(O)cc1
→ 1785 | 1666

Next part:
Values run as follows: SRC1 TRFRET art | SRC3 TRFRET art
- CC(=O)Nc1sc2c(c1C(c1ccccn1)N1CCN(C)CC1)CCCC2 (stereo unspecified)
→ 1732 | 1649
- Cn1c(=O)c2c(ncn2CC(=O)OCC(=O)Nc2ccc(Cl)cc2Cl)n(C)c1=O
→ 1461 | 1540
- Cc1ccc(NNC(=O)C(O)(c2cccc(C(F)(F)F)c2)c2cccc(C(F)(F)F)c2)cc1
→ 1979 | 1746
- O=C(CCSCc1ccccc1)Nc1ccc2c(c1)OCCO2
→ 1926 | 1586
- CN(C)c1oc(-c2ccc(Cl)cc2)nc1S(=O)(=O)c1ccccc1
→ 1791 | 1554
- NC(=O)C1=C[C@@H](C2CCCCC2)C[C@@H](OCCCCO)O1
→ 1603 | 1589
- O=C(NCc1ccncc1)C(=O)NCC(c1ccco1)N1CCN(c2ccccc2)CC1 (stereo unspecified)
→ 1696 | 1282
- CC(=O)Nc1ccc(NC(C)=C(C#N)C#N)cc1
→ 1677 | 1704
- COc1ccc(-c2csc3nc(-c4cccnc4)nc(Cl)c23)cc1OC
→ 2281 | 1700
- Cc1ccc2c(c1)C(=O)N(CCCCO)C2=O
→ 1865 | 1601
- O=C(/C=C/c1ccc(Cl)c(Cl)c1)N1CCc2ccccc21
→ 1622 | 1414
- COC(=O)c1sccc1N/N=C/c1cccc(OC)c1O
→ 1771 | 1846
- O=C1CCC(=O)N1c1cccc(OS(=O)(=O)c2ccccc2)c1
→ 1793 | 1472
- CS(=O)(=O)N1CCN=C1SCc1ccc([N+](=O)[O-])cc1
→ 1860 | 1576
- Cc1cccc(OCCNC(=O)c2cccc(Oc3ccc(C(F)(F)F)cc3[N+](=O)[O-])c2)c1
→ 1783 | 1292

Whole records, looked up by structure. Values in the order: SRC1 TRFRET art	SRC3 TRFRET art
`NC(=O)C1=C[C@@H](C2CCCCC2)C[C@@H](OCCCCO)O1` as listed: 1603	1589
`O=C1CCC(=O)N1c1cccc(OS(=O)(=O)c2ccccc2)c1` as listed: 1793	1472
`COC(=O)c1sccc1N/N=C/c1cccc(OC)c1O` as listed: 1771	1846
`CC(=O)Nc1ccc(NC(C)=C(C#N)C#N)cc1` as listed: 1677	1704
`Cc1cccc(OCCNC(=O)c2cccc(Oc3ccc(C(F)(F)F)cc3[N+](=O)[O-])c2)c1` as listed: 1783	1292

(further entries)
SMILES | SRC1 TRFRET art | SRC3 TRFRET art
CCOc1ccc(NC(=O)CCCCn2c(=O)[nH]c3ccsc3c2=O)cc1 | 1658 | 1630
C/C(N)=C(/C#N)C(=O)COC(=O)CNS(=O)(=O)c1c(F)cccc1F | 1673 | 1306
O=c1cc(-c2ccc(F)cc2F)[nH]c2ccccc12 | 1879 | 1583
O=C(CC(NC(=O)c1ccccc1Cl)c1ccccc1)NCCc1ccc(Cl)cc1 (stereo unspecified) | 1627 | 1635
COCCn1c(/C=C/c2ccccc2)nc2ccccc21 | 1821 | 1532
Cc1ccc2nc(-c3ccc(NC(=O)CN(C)S(=O)(=O)c4ccccc4)cc3)sc2c1 | 1886 | 1565
CC(CCc1ccccc1)NC(=O)CN1CCSc2ccccc21 (stereo unspecified) | 2143 | 1606
CCN1CC(CN(C)Cc2cn(-c3ccc(C)cc3)nc2-c2ccc(F)cc2)CC1=O (stereo unspecified) | 1751 | 1442
Cc1ccc(S(=O)(=O)N2CCCOC2CNC(=O)C(=O)NCc2ccncc2)cc1 (stereo unspecified) | 1922 | 1630
Cc1sc(NC(=O)c2ccco2)c(C(=O)c2ccc(Cl)cc2)c1C | 1822 | 1787
CCOC(=O)c1c(NC(=O)C2C3C=CC(C3)C2C(=O)O)sc2c1CC(C)(C)OC2 (stereo unspecified) | 1736 | 1599
O=C(NCC1(N2CCOCC2)CCCCC1)c1cccc(S(=O)(=O)N2CCc3ccccc3C2)c1 | 1953 | 1488
O=C(Nc1ccc(F)cc1)C1CC(=O)n2c(nc3ccccc32)N1 (stereo unspecified) | 1576 | 1555
COc1ccc(CSc2nnc3[nH]c(=O)cc(N)n23)cc1 | 1914 | 1689
Cc1nc(S(=O)(=O)c2ccc(Br)cc2)nc2c1CCC2 | 1878 | 1584
O=C(COC(=O)/C=C/c1nc2ccccc2s1)Nc1cccc(Cl)c1Cl | 2125 | 1633
CNC(=O)c1ccsc1NC(=O)CCS(=O)(=O)c1ccccc1 | 1613 | 1611
CCOC(=O)c1sc(NC(=O)CSc2nccc(C)n2)nc1C | 1764 | 1628
O=C(Nc1ccccc1N1CCOCC1)c1cc(-c2ccncc2)nc2ccccc12 | 2118 | 1626
Cc1ccc(NC(=O)C(CC(C)C)NC(N)=O)cc1Cl (stereo unspecified) | 1908 | 1548
Cc1c(OCC(F)(F)F)ccnc1CS(=O)c1nc2ccccc2[nH]1 (stereo unspecified) | 1848&1796 | 1615&1499
COC(=O)c1oc2ccccc2c1NC(=O)/C=C/C(=O)O | 1804 | 1514
C#CCOCCOCCOCCNc1nc(N2CCN(C(=O)Cn3cc(CC(C)O)nn3)CC2)nc(N2CCN(C(=O)Cn3cc(CC(C)O)nn3)CC2)n1 (stereo unspecified) | 1803 | 1506
O=C(NC(=S)N1CCOCC1)C12CC3CCC(CC(C3)C1)C2 | 2106 | 1618
Cc1nn(Cc2ccc(Cl)cc2)c(C)c1NC(=O)CSc1n[nH]c(C)c1[N+](=O)[O-] | 1782 | 1517
O=C(O)c1ccc(N/N=C/c2cc3c(cc2[N+](=O)[O-])OCO3)cc1 | 1792 | 1591
O=C(Nc1ccccc1)/C(=C/c1ccc([N+](=O)[O-])cc1)NC(=O)c1ccccc1 | 1878 | 1538
Oc1ccc(Br)cc1/C=N/Nc1nc(N2CCCCC2)nc(N2CCOCC2)n1 | 1819 | 1562
Cc1cc(C)n(-c2ccc(F)cc2CN2CCN(Cc3ccccc3)C(CCO)C2)n1 (stereo unspecified) | 1796 | 1532
Cc1ccc2c(c1)C1CN(C)CCC1N2C(=O)c1ccc(Cl)c(S(=O)(=O)N2CCOCC2)c1 (stereo unspecified) | 1759 | 1523
Cc1cccc(N(C)S(=O)(=O)c2cccc3nsnc23)c1 | 1616 | 1718
CC(=O)c1c(C)[nH]c(C(=O)OCc2ccc(Br)cc2)c1C | 1580 | 1313
CCn1c(SCC(N)=O)nc2cc(S(=O)(=O)N3CCOCC3)ccc21 | 1949 | 1566
COc1cccc(C2SCC(=O)N2c2ccc(Br)cc2)c1OC (stereo unspecified) | 1625 | 1587
Cc1ccccc1C(=O)OCCN(C)Cc1ccccc1 | 1981 | 1691
Cc1ccc(SCC(=O)Nc2ccc(N3CCOCC3)cc2)cc1 | 1781 | 1438
O=C(Cc1coc(-c2ccc(F)cc2)n1)N1CCOCC1 | 1827 | 1339
O=C1Nc2ccccc2C(O)(C(=O)NCc2ccco2)N1c1ccccc1 (stereo unspecified) | 1543 | 1639
CCOc1cc(/C=C2\SC(=S)N(NC(=O)c3cccnc3)C2=O)ccc1O | 1877 | 1470
CC(=O)C1C(c2cccc([N+](=O)[O-])c2)C2C(C)=NN=C2CC1(C)O (stereo unspecified) | 1685 | 1569
CCC(=O)c1ccc(N2CCN(C(=O)COc3ccccc3F)CC2)c(F)c1 | 1949 | 1508
COc1cccc(N=Nc2c(N)[nH][nH]c2=O)c1 | 1914 | 1786
COc1ccc(CCNC(=O)Nc2ccc3c(c2)OCO3)cc1OC | 2033 | 1505
CNc1ccc(/C=C(\CCC(=O)O)c2nc3ccccc3s2)cc1[N+](=O)[O-] | 1758 | 1816
Cc1cccc(NC(=S)NCC(c2ccccc2)N(C)C)c1 (stereo unspecified) | 1620 | 1426
CCCCn1c(NS(=O)(=O)c2ccc(C)cc2)c(S(=O)(=O)c2ccccc2)c2nc3ccccc3nc21 | 1764 | 1590
COC(=O)c1cc(-c2ccc(Cl)cc2)n[nH]1 | 1640 | 1662
O=C(CC1C(=O)NCCN1Cc1ccccc1C(F)(F)F)NCCc1ccccn1 (stereo unspecified) | 1796 | 1651
O=C(CC1CCCC1)OCn1nnc2ccccc2c1=O | 1780 | 1563
O=C1C(=O)N(Cc2ccccc2)C(=O)N1CCOc1ccccc1 | 1698 | 1298
CCO/C=C1\C(=O)N(c2ccccc2)C(=O)c2ccccc21 | 2006 | 1709
CCCCn1c(-c2sccc2C)n[nH]c1=S | 1848 | 1739
CC1CCN(C(=O)COc2ncnc3ccccc23)CC1 | 1681 | 1458
CC(C)(C)NC(=O)COc1ccc(CNCCc2ccccc2)cc1 | 1749 | 1504
CCc1ccc(OCC(=O)N/N=C/c2ccc(OS(=O)(=O)c3ccc(C)cc3)c(OC)c2)cc1 | 1546 | 1813
C=CCNC(=O)CCc1nnc(C2(c3ccc(Cl)cc3)CCC2)o1 | 1780 | 1558

Going on with the list.
SMILES | SRC1 TRFRET art | SRC3 TRFRET art
COc1cc(NS(=O)(=O)c2ccc(Nc3nc(-c4ccccc4)cs3)cc2)nc(OC)n1 | 2074 | 1557
CCN(CC)c1ccc(C(=O)N/N=C(\C)c2ccc(O)cc2)cc1 | 1694 | 1632
CN1/C(=C\C=N\NC(=O)c2cccnc2)C(C)(C)c2ccccc21 | 1992 | 1796
CC1(C)NC(=O)N(CC(=O)Nc2cc(S(=O)(=O)N3CCOCC3)ccc2N2CCOCC2)C1=O | 1786 | 1413
COc1cc(SC)ccc1C(=O)NCc1ccccc1 | 1711 | 1573

High-throughput results: PubChem BioAssay, The Scripps Research Institute Molecular Screening Center
